Source: PubChem BioAssay (several laboratories)
Hep lipid drop – modulators of hepatic lipid droplet formation; actives 0.4% (n = 240,000); inhibition, % at 6.5 µM; AML12 mouse hepatocytes, oleate lipid droplets, BODIPY imaging;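 active means lipid droplet intensity inhibited by at least 50%, with more than 500 cells counted; inconclusive means wells with under 300 cells, treated as cytotoxic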
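Material – AML12 mouse liver cells · Also added – oleate loading, 100 µM · Compound dosing – 6.5 µM single-point dosing · Times – overnight treatment with compound plus oleate · Measured by – fluorescence imaging, 20x objective, two fields per well · Read-out – percent inhibition of filter-corrected integrated lipid droplet intensity per well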
SIAH1 antagonists – blockers of Siah-1 interaction with plectin peptide – biochemical, fluorescence polarization, rhodamine-plectin, uHTS, primary screen (AID 1817); Siah-1 / rhodamine-plectin peptide fluorescence polarization; higher % means a stronger effect; displacement, % at 20 µM, or IC50 in µM where a hit was titrated; actives 0.02% (n = 290,000);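 active means displacement of at least 50% at 20 µM, with a fluorescence ratio check between 0.3 and a set limit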;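 further: plate controls were Siah plus tracer with DMSO for no effect and tracer alone without Siah for full effect; strong numbers were not always called active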
P. falciparum M1AAP – malaria alanyl aminopeptidase activity blockers – biochemical, fluorogenic H-Leu-NHMec substrate, 1536-well (AID 1445). recombinant M1AAP, H-Leu-NHMec fluorogenic kinetic assay; higher % means a stronger effect. actives 0.42% (n = 220,000). inhibition, % at 30 µM; hits with a dose series show IC50 in µM;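 active means primary inhibition above the hit cutoff, then over 50% inhibition at one or more dose response concentrations, cut at about 23% in these data, passing the limit was not always enough; inconclusive means conflicting primary data, or primary hits not chosen for dose response; inactive means low primary inhibition, or under 50% at every dose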;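 further: plate controls were DMSO full reaction for no effect and no enzyme background for full effect; strong numbers were not always called active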
AID2073 – inhibitors of Mint1-CaV2.2 protein interaction, biochemical, HTRF (AID 2073); HTRF protein-protein interaction, Mint1-CaV2.2; higher % means a stronger effect; inhibition, % at 20 µM; hits with a dose series show IC50 in µM; actives 0.19% (n = 290,000); in the data active means inhibition mostly above about 51%, no sharp cut-off; inconclusive means no clear call, values can overlap the other calls; inactive means mostly below about 53%; further: some results filed as inactive read as strong as hits
P. falciparum M17LAP – P. falciparum M17LAP inhibitors, primary screen, biochemical, fluorogenic H-Leu-NHMec substrate, 1536-well (AID 1619); inhibition, % at 30 µM; hits with a dose series show IC50 in µM; recombinant M17LAP, H-Leu-NHMec fluorogenic kinetic assay; higher % means a stronger effect; actives 0.38% (n = 220,000);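 active means compound inhibiting the enzyme by more than half at any dose during confirmatory dose-response retesting; inconclusive means strong single-dose inhibitors picked by rank but not retested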;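 further: plate controls were full reaction with DMSO carrier for no effect and no enzyme background for full effect; strong numbers were not always called active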
NOD2 inhibition – NOD2 signaling inhibitors, cell-based, luminescence, uHTS, HEK293 (AID 1566); HEK293 NOD2/NF-kB luciferase reporter, luminescence; higher % means a stronger effect; inhibition, % at 4 µM, or EC50 in µM where a hit was titrated; actives 0.63% (n = 290,000); further: many of its hits are not listed in these tables
XIAP antagonists – small molecules displacing peptide from XIAP – biochemical, IAP family, fluorescence polarization (AID 1018) | XIAP BIR domain, fluorescence polarization peptide displacement; higher % means a stronger effect | displacement, % at 20 µM, or IC50 in µM where a hit was titrated | actives 0.007% (n = 200,000); in the data active means displacement above about 50%; further: a part of the inactive calls stands beside numbers as strong as those of hits
ER stress rescue – protection against thapsigargin-triggered cell killing – 384-well, CSM14.1, ATP luminescence, primary screen (AID 1222) | CSM14.1 thapsigargin-induced death rescue, ATP luminescence; higher % means a stronger effect | 190,000 tested, under 10 active | cellular ATP content (survival), % at 20 µM, or EC50 in µM where a hit was titrated;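 active means EC50 below 50 µM in the dose-response confirmation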;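 further: death triggered by thapsigargin at about 15 µM added after 2 h compound pretreatment; cell ATP read after overnight thapsigargin exposure of roughly 18 to 22 hours; normalized against plate controls of thapsigargin alone and 5% DMSO vehicle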
LYP phosphatase – inhibitors of LYP phosphatase, biochemical, fluorescence intensity, uHTS (AID 1779); recombinant LYP phosphatase, fluorescence intensity; higher % means a stronger effect; inhibition, % at 11.5 µM; hits with a dose series show IC50 in µM; actives 0.054% (n = 290,000);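 further: plate controls were vehicle with enzyme for no effect and no enzyme for full effect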
Hep lipid drop cells 6.5 µM – further read-out of Hep lipid drop, marked with its call; cell count; measured here: cell count, cytotoxicity flag;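 cells counted across two imaged fields per well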
* hit, by the source's call; ? = inconclusive; . = no result given. Unless noted, no stated cut-off is given here; in the data, active means inhibition above about 50%; inactive means the rest. An excerpt (hit frequency here may not be typical).

SMILES	Hep lipid drop	Hep lipid drop cells 6.5 µM	SIAH1 antagonists	P. falciparum M1AAP	AID2073	P. falciparum M17LAP	NOD2 inhibition	XIAP antagonists	ER stress rescue	LYP phosphatase
CCCC(=O)N(CCc1ccccc1)Cc1nc2ccccc2c(=O)[nH]1	.	.	-4%	4%	1%	7%	22%	-7.2%	6.9%	-9%
COC(=O)c1cc(NC(=O)C2CC2)cc(C(=O)OC)c1	12	761	-7%	3%	0%	5%	-2%	-4.6%	-2.1%	-10%
CC(=O)OC[C@H]1O[C@@H](Sc2cccc3cccnc23)[C@H](OC(C)=O)[C@@H](OC(C)=O)[C@@H]1OC(C)=O	-6	641	-1%	6%	3%	-15%	10%	-7.4%	-5.9%	-2%
O=C(COC(=O)CCCC1=NS(=O)(=O)c2ccccc2N1)Nc1ccccc1	27	728	2%	.	-1%	.	-10%	.	.	-14%
Cn1nnc(NC(=O)c2cccs2)n1	16	730	-2%	0%	27%	14%	3%	-2.2%	-0.1%	0%
COc1ccc(CN2CCNC(=O)C2CC(=O)NCCCn2nnc3ccccc32)cc1C (stereo not drawn)	-2	599	-3%	.	8%	.	-8%	.	.	-12%
COc1ccc(C2c3ccc(O)cc3Oc3ncn4nc(-c5ccncc5)nc4c32)cc1OC (stereo not drawn)	12	703	-3%	1%	34%	-6%	-4%	.	.	-5%
O=C(CCl)Nc1cccc(Oc2cnccn2)c1	.	.	1%	.	1%	.	-48%	.	.	0%
COc1cc(/C=C/C(=O)N2CC(C)OC(C)C2)cc(OC)c1OC (stereo not drawn)	-10	752	-4%	.	8%	.	18%	.	.	-4%
CCc1ccc(C(=O)CSc2nc3ccccc3c(=O)[nH]2)cc1	7	801	3%	7%	2%	-3%	-26%	-3.5%	-0.8%	8%
COc1ccc(CCNC(=O)C2CCN(c3ccc(N4CCOCC4)nn3)CC2)c(OC)c1	.	.	4%	6%	22%	-5%	-6%	-1.5%	4.5%	-7%
Cc1ccc(C)c(S(=O)(=O)Nc2cc(C)on2)c1	23	834	-3%	.	12%	.	9%	.	.	-9%
C=CCN1CC(O)=C(c2nc3ccccc3[nH]2)C1=N	-3	728	-1%	-5%	-5%	-4%	-8%	-16%	-1.5%	2%
CCn1c(SCC(=O)NC2CCCCC2)nnc1C(C)NC(=O)c1ccccc1F (stereo not drawn)	-66	764	-5%	.	9%	.	0%	.	.	-5%
Cc1ccccc1-c1nc(CS(=O)CC(=O)NC2CCCCC2)c(C)o1 (stereo not drawn)	-6	773	2%	.	-2%	.	-1%	.	.	0%
Cc1ccccc1C(=O)NCC(=O)Nc1ccccc1C(F)(F)F	10	670	-5%	13%	-3%	12%	-25%	-6.7%	-1.6%	-6%
COc1cccc(CC(NC(C)=O)C(=O)NC2CCN(S(=O)(=O)c3ccc(F)cc3)CC2)c1OC (stereo not drawn)	14	713	3%	6%	2%	-1%	15%	-5.1%	1.5%	-7%
Cn1c(SCc2c(Cl)cccc2Cl)nc(C(F)(F)F)cc1=O	.	.	0%	0%	7%	-5%	17%	0.6%	2.0%	-5%
CC(=O)c1cc(C(=O)c2ccccc2)sc1Nc1ccccc1	2	579	-1%	3%	4%	-2%	5%	-6.2%	1.9%	-3%
O=C1c2cccc3c([N+](=O)[O-])ccc(c23)C(=O)N1c1ccc(Cl)cn1	.	.	0%	17%	-23%	-4%	-2%	-1.7%	-1.6%	-2%
O=C(COC(=O)c1cccnc1Cl)Nc1ccccc1OC(F)F	-4	650	-4%	5%	-50%	-3%	10%	-4.1%	0.3%	-8%
O=c1c2c3c(sc2n(CCN2CCCCC2)c(=O)n1Cc1ccco1)CCCCC3	17	859	-1%	0%	-5%	2%	4%	-4.5%	1.4%	-3%
O=C(CSc1ccc(Cl)cc1)Nc1ccc(-c2nc3ccccc3[nH]2)cc1	7	705	-5%	6%	42%	2%	-4%	-11%	-1.9%	-2%
O=C(O)CCc1ccc(-c2cccs2)n1-c1ccc(C(=O)O)cc1	.	.	0%	2%	59%	39%	-7%	-0.9%	1.1%	-2%
N#Cc1ccc(OCC(=O)NCC(c2cccs2)N2CCOCC2)cc1 (stereo not drawn)	-3	787	0%	.	0%	.	11%	.	.	-9%
Cn1c(CNC(=O)c2ccco2)nnc1SCC(=O)N1CCN(c2ccccc2F)CC1	5	838	-4%	.	34%	.	2%	.	.	-10%
CCN1CCc2c(OCc3ccc(C(=O)OC)o3)cccc2C1=O	-4	692	-2%	-1%	11%	8%	9%	-4.5%	.	4%
COc1ccccc1-c1noc(-c2ccco2)n1	-9	711	4%	6%	0%	-4%	-61%	1.8%	.	2%
COc1ccc(CN=C2NN=C(c3ccccc3)CS2)cc1	-4	746	-9%	6%	-15%	-2%	-20%	-0.8%	2.1%	1%
O=C(C1CCCN(Cc2cccs2)C1)N1CCCCCC1 (stereo not drawn)	.	.	4%	-8%	6%	7%	-2%	-2.8%	-0.3%	0%
Cc1ccc(S(=O)(=O)N2CCN(C(=O)N3CCOCC3)C2c2ccc(N(C)C)cc2)cc1 (stereo not drawn)	-1	634	-5%	21%	7%	10%	-4%	-3.5%	-2.1%	4%
Cc1nn(-c2ccccc2)c(N)c1C(c1ccccc1)c1c(C)nn(-c2ccccc2)c1N	-15	479	-2%	-2%	0%	-10%	2%	-9.8%	0.2%	4%
CC(C)NC(=O)C12CC3CC(C1)CC(C(=O)NC(C)C)(C3)C2	-1	722	-2%	-1%	26%	-3%	9%	-12%	-0.9%	-9%
CCOC(=O)[C@@H](CCc1ccccc1)N[C@H](C)C(=O)N1[C@H](C(=O)O)C[C@@H]2CCC[C@@H]21	-6	777	-1%	.	3%	.	11%	.	.	-6%
COc1ccc(CC/C(=N\O)C2(O)CCCCC2)cc1	.	.	3%	9%	2%	-1%	-12%	-4.5%	2.2%	0%
O=C(Cc1cccc2ccccc12)Nc1ccc(-c2cc3ccccc3oc2=O)cc1	72*	660*	4%	1%	?	2%	3%	-0.7%	-1.9%	-12%
COc1ccc(-c2cc(C(=O)Nc3c(C)nn(Cc4ccccc4Cl)c3C)no2)cc1	.	.	-3%	1%	-2%	-4%	13%	-8.0%	-0.4%	4%
CCOC(=O)N1CCN(S(=O)(=O)c2ccc(C)cc2)C1c1ccc(OC)cc1 (stereo not drawn)	.	.	-6%	5%	0%	-3%	-16%	-4.1%	2.2%	1%
O=C(O)CCSc1nc2ccccc2n1Cc1ccccc1	-1	785	-1%	.	1%	.	3%	.	.	-6%
CC1CCN(S(=O)(=O)c2cccc(-c3csc(-c4cccnc4)n3)c2)CC1	-10	735	4%	0%	-7%	2%	14%	-6.1%	0.4%	6%
Cn1c(SCC(=O)c2ccccc2)nnc1-c1ccco1	-2	759	0%	7%	-2%	38%	7%	17%	-2.9%	-9%
CSc1ccc(/C=N/NC(=O)CN2CCN(Cc3ccc(C)cc3)CC2)cc1	17	625	4%	2%	3%	-1%	7%	-4.9%	0.1%	-2%
CN(C)/C=C1\N=C(c2cccs2)OC1=O	.	.	0%	12%	-3%	14%	-3%	-5.5%	-0.7%	5%
COc1cc(C(=O)Nc2cccnc2)cc(OC)c1OC	0	784	1%	.	-1%	.	-10%	.	.	-11%
N#Cc1nc(-c2ccc(F)cc2)oc1NCc1ccco1	0	653	2%	1%	12%	5%	-3%	.	.	-11%
CCC1(C)CC(C(CC(=O)O)c2ccc(C)cc2)CCO1 (stereo not drawn)	3	788	-3%	4%	0%	-3%	11%	-6.1%	0.0%	-10%
COc1ccccc1CN(Cc1cc2cc(C)ccc2[nH]c1=O)Cc1nnnn1CC1CCCO1 (stereo not drawn)	1	756	1%	-2%	9%	-2%	7%	-8.5%	0.1%	3%
CCCCc1nc2cc(C(=O)N3CCC(OCCOC)CC3)ccc2o1	8	622	3%	.	8%	.	-11%	.	.	-5%
COc1ccc(N(C(=O)c2ccco2)C(C(=O)NC2CCCC2)c2cccs2)c(OC)c1 (stereo not drawn)	-8	784	-5%	.	-5%	.	18%	.	.	-12%
CCc1ccc(NC(=O)c2cnn3c(C(F)F)cc(C)nc23)cc1	24	696	5%	2%	1%	4%	37%	-2.9%	4.8%	-10%
COC(=O)/C(C#N)=C1/C=Cc2ccccc2N1	2	704	5%	4%	0%	-3%	-43%	-5.4%	1.8%	-4%
O=Cc1ccc(OCC(=O)Nc2ccccc2C(F)(F)F)cc1	4	634	7%	0%	4%	-5%	-8%	-1.7%	0.6%	-6%
Cc1ccc(S(=O)(=O)NC(=O)Nc2cc(C(C)(C)C)on2)cc1	4	701	12%	3%	2%	-2%	10%	.	.	-2%
Cc1cc(N2CCC(C(=O)NC3CCCCC3)CC2)nc(-c2ccccc2)n1	39	774	-2%	7%	-4%	6%	-12%	-1.0%	-1.5%	-2%
Cc1ccccc1/C=C1\CCCc2ccccc2C1=O	-8	738	1%	3%	-2%	-6%	-81%	-6.7%	-3.1%	-1%
O=C(CCSc1ccccc1)N1CCN(C(=O)c2ccco2)CC1	12	750	-3%	0%	5%	8%	-7%	-2.6%	-3.0%	0%
O=[N+]([O-])c1cccc2cn[nH]c12	-3	659	-4%	5%	-4%	29%	15%	-3.4%	7.6%	-5%
Cc1ccccc1CS(=O)(=O)CCC(=O)O	-3	661	4%	-2%	-12%	-2%	10%	1.7%	-1.1%	-10%
COc1ccccc1N(CC(=O)Nc1cccnc1)S(C)(=O)=O	-4	791	2%	9%	-2%	4%	6%	-12%	1.7%	-4%
CC(=O)Nc1ccc(NC(=O)CSc2nccn2Cc2ccco2)cc1	0	833	-3%	.	2%	.	-4%	.	.	-2%
O=C(/C=C\Nc1ccc2c(c1)OCO2)c1cccs1	-6	696	2%	15%	-10%	17%	-257%	-3.5%	-3.5%	-6%
CC(C)OC(=O)c1c2c(n3ccccc13)C(=O)c1ccccc1C2=O	30	669	9%	7%	22%	-2%	6%	-0.9%	-3.2%	6%
OCCC1CN(Cc2ccc3ncccc3c2)CCN1Cc1ccccc1 (stereo not drawn)	-5	688	0%	-2%	10%	-4%	18%	-9.0%	0.2%	-7%

Three structures already listed, sorted by count of non-hydrogen atoms, ascending.
SMILES	Hep lipid drop	Hep lipid drop cells 6.5 µM	SIAH1 antagonists	P. falciparum M1AAP	AID2073	P. falciparum M17LAP	NOD2 inhibition	XIAP antagonists	ER stress rescue	LYP phosphatase
O=[N+]([O-])c1cccc2cn[nH]c12	-3	659	-4%	5%	-4%	29%	15%	-3.4%	7.6%	-5%
O=C(/C=C\Nc1ccc2c(c1)OCO2)c1cccs1	-6	696	2%	15%	-10%	17%	-257%	-3.5%	-3.5%	-6%
Cc1ccc(S(=O)(=O)NC(=O)Nc2cc(C(C)(C)C)on2)cc1	4	701	12%	3%	2%	-2%	10%	.	.	-2%
